Source: PubChem (National Center for Advancing Translational Sciences (NCATS))
APE1 inh = inhibitors of human APE1 endonuclease | 0.35% of 350,000 active | recombinant APE1, TAMRA/BHQ-2 abasic DNA cleavage fluorescence | P27695 | Potency, µM (titrated, usually from 65.8 µM), for the others: top-dose activity change, negative = inhibition, most hits filed as inhibitors; active = well fitted inhibition curve with a large enough effect; inconclusive = small, poorly fitted or top-dose-only effect; inactive = no such curve, though single readings can be large or run the other way;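 note: plate controls were vehicle for no effect and reference inhibitor for full effect; nearly all actives have a fitted effect of over 55% in size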
Target sequence (P27695 whole entry, looked up): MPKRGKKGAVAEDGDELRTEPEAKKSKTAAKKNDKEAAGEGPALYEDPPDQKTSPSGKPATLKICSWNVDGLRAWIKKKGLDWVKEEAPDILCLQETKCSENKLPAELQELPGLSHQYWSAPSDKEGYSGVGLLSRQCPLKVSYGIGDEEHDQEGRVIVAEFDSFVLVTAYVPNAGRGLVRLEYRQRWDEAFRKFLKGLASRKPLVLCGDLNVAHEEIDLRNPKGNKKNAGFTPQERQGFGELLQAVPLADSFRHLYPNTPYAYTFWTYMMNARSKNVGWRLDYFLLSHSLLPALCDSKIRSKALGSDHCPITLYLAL
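Activity was derived from the fluorescence gain between first and third kinetic reads (60 s intervals, ex 525/em 598 nm) after 50 nM THF-abasic TAMRA/BHQ-2 duplex was added to 0.75 nM APE1 preincubated 15 min with compound.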
Active calls of the source: *; ? = inconclusive; & = joins results of further samples; [ ] = dose if it differs, or a comment. Potency is the fitted concentration of half-maximal effect. This is a subset (hit frequency here may not be typical).

SMILES | APE1 inh
C=Cc1ccc(C=C)cc1 | 6%
O=[N+]([O-])c1ccc(Cl)cc1Cl | 2%
Cc1cc2c(s1)c1c(C)nn(Cc3ccccc3F)c(=O)c1n2C | -2%
CC(=O)OC(C)C | 3%
CC(=O)Nc1ccc(OCC(=O)Nc2ccc(Cl)c(S(=O)(=O)N3CCOCC3)c2)cc1 | -8%
CC(C)(C)N[S+](=O)([O-])c1cccc(-c2nnc(SCC(=O)Nc3ccc(C(=O)O)cc3)n2-c2ccccc2)c1 | 8%
Cc1ccc(C#N)cc1 | 2%
Cc1ccc(Oc2ccc(OCC(=O)Nc3ccncc3)cc2)cc1 | 22%
Oc1ccc(CNc2cccc(C(F)(F)F)c2)c2cccnc12 | 11%
C=CCCCCCC | 4%
O=C1NC(Cc2ccccc2)c2nc3ccc(F)cc3c(=O)n2-c2ccccc21 (centres undefined) | 16%
Cc1ccc(NC(=O)CSc2nnc(-c3cccc([S+](=O)([O-])N4CCCC4)c3)n2-c2c(C)cccc2C)cc1 | -9%
C1CCC2OC2C1 (centres undefined) | -1%
O=C(O)c1ccccc1Cl | 4%
CN(C)CC/C=C1/c2ccccc2CSc2ccccc21 | 16%[21 µM]
C=C1C=C(C(F)F)n2ncc(C(=O)Nc3ccccc3OCC)c2N1 | 58%[activator]
OC[C@H]1OC([S-])[C@H](O)[C@@H](O)[C@@H]1O.[Au+] (some centres undefined) | ?
COc1ccc(C(=O)Nc2ccccc2)cc1[N+](=O)[O-] | 9%
O=C1NC(Cc2ccc(O)cc2)c2nc3ccc(Br)cc3c(=O)n2-c2ccc(Cl)cc21 (centres undefined) | -21%
CCCCC(CC)CNCC(CC)CCCC (centres undefined) | 2%
CC(C=O)Cc1ccc(C(C)(C)C)cc1 (centres undefined) | 3%
Fc1cccc(CNc2ncnc3ccc(-c4ccoc4)cc23)c1 | -8%
CCC[C@@H]1C[C@@H](C(=O)N[C@@H]([C@H]2O[C@H](SC)[C@H](OP(=O)(O)O)[C@@H](O)[C@H]2O)[C@H](C)Cl)N(C)C1 | -3%&0%
Cc1c(N)nc([C@H](CC(N)=O)NC[C@H](N)C(N)=O)nc1C(=O)N[C@H](C(=O)N[C@H](C)[C@@H](O)[C@H](C)C(=O)N[C@H](C(=O)NCCc1nc(-c2nc(C(=O)NCCCCN=C(N)N)cs2)cs1)[C@@H](C)O)[C@@H](O[C@@H]1O[C@@H](CO)[C@@H](O)[C@H](O)[C@@H]1O[C@H]1O[C@H](CO)[C@@H](O)[C@H](OC(N)=O)[C@@H]1O)c1cnc[nH]1 | -2%
CC/C=C/C/C=C/C/C=C/CCCCCCCC(=O)OCC | -3%
N#CCc1ccccc1[N+](=O)[O-] | 1%
C=CCn1cnnc1SCC(=O)Nc1cccnc1Cl | 4%
CCC(C)O (centres undefined) | 15%
O=Cc1cccc(Br)c1 | 0%
CC(=O)c1ccccc1[N+](=O)[O-] | 2%
CNc1ncnc2ccc(-c3c(C)noc3C)cc12 | 1%
CC1=C(/C=C/C(C)=C/C=C/C(C)=C\C=O)C(C)(C)CCC1 | -5%
O=C(c1cnn2c1NC(=C1CC1)C=C2C(F)F)N(C1CCCCC1)C1CCCCC1 | -6%
CN[C@@H]1[C@@H](O)[C@@H](O[C@@H]2[C@@H](O)[C@H](OC3OC(CN)=CCC3N)[C@@H](N)C[C@H]2N)OC[C@]1(C)O (some centres undefined) | 1%[21 µM]
COc1ccccc1-c1no[n+]([O-])c1C#N | -2%
O=C1NC(Cc2ccccc2)c2nc3ccc(F)cc3c(=O)n2-c2cc(Cl)ccc21 (centres undefined) | 0%
COc1ccc(NC(=O)c2nc[nH]c2C(=O)NCCCCCNC(=O)OC(C)(C)C)cc1 | -15%
Nc1cc(S(=O)(=O)O)ccc1O | ?
C=C(C)C1CC=C(C)C(OC(C)=O)C1 (centres undefined) | -1%
Cc1cccc(C)c1-n1c(SCC(=O)Nc2ccc(C(=O)O)cc2)nnc1-c1ccc([S+](=O)([O-])N2CCCC2)cc1 | 24%
COC(C)=O | 0%
O=C1OC(=O)c2ccccc21 | 2%
CC(C)n1cnc2c(NCc3ccccc3)cc(N[C@@H](CO)Cc3ccccc3)cc21 | 8%
O=C(/C=C/c1ccc(O)c(O)c1)OC1C[C@](O)(C(=O)O)C[C@@H](O)[C@H]1O (some centres undefined) | -3%&-6%
CC(C)(C)NS(=O)(=O)c1cccc(-c2nnc(SCC(=O)Nc3ccc(C(=O)O)cc3)n2-c2ccc(F)cc2)c1 | 51%[activator]
O=C[C@H](O)[C@@H](O)[C@H](O)[C@H](O)CO | -2%
Nc1ccc(N=Nc2ccccc2)c(N)c1 | 5%
CC(=O)O[C@@H]1CC(C)=C2[C@H]1[C@H](C)CC[C@H]2/C=C(\C)C(=O)O | 10%
Cc1ccco1 | 2%
CCCCC(=O)N(C)C | 2%

Next structures:
SMILES | APE1 inh
FC(F)(F)c1cccc(Cl)c1 | 1%
Cc1cc2c(s1)c(C#N)c(C(=O)NCc1ccccc1F)n2C | -2%
N#Cc1cccc(-c2noc(-c3ccccc3F)n2)c1 | 3%
Oc1cc(NCc2ccccc2)cc2cccnc12 | 15%
Cc1cccc(C(=O)O)c1 | 1%
CC(C)(O/N=C(\C(=O)N[C@@H]1C(=O)N2C(C(=O)[O-])=C(C[n+]3ccccc3)CS[C@H]12)c1csc(N)n1)C(=O)O | -14%[21 µM]
COc1ccc(OC)c(-c2nnc3n2N=C(c2ccc(OC)c(O[C@H]4CCOC4)c2)CS3)c1 | -5%
CCCCCNCCCCC | 6%
CCCCC(CC)COC(=O)COc1ccc(Cl)cc1Cl (centres undefined) | -1%
NC(=O)Nc1nc2ccccc2[nH]1 | 15%
CC(=O)O[C@@H]1CC2CCC1(C)C2(C)C (some centres undefined) | 0%
C=C(C)C(=O)OC | 1%
Cc1ccc(CNc2ncc(N3CCCCC3)cn2)cc1 | 13%
O=C1NC(Cc2ccccc2)c2nc3cc(Cl)ccc3c(=O)n2-c2cc(Cl)ccc21 (centres undefined) | -7%
COc1c(O[C@@H]2O[C@H](CO)[C@@H](O)[C@H](O)[C@H]2O)cc2c(c1OC)-c1ccc(SC)c(=O)cc1[C@@H](NC(C)=O)CC2 | 3%[21 µM]
Cc1ccc(N(C)C)cc1 | -2%
COC(=O)c1cc2c(s1)c1cnn(Cc3ccccc3F)c(=O)c1n2C | 55%[activator]
O=C(O)CNC(=O)c1ccc(CO)o1 | 11%
CC(C)COC(=O)COc1cc(Cl)c(Cl)cc1Cl | 15%&3%
OCC(CO)(CBr)CBr | 3%
CC(C)=CCC/C(C)=C/C=O | 2%
COc1ccc2c(c1)[C@H]1[C@H](CO2)[C@H](c2ccccc2)[C@]2(C)C(=O)N[C@@H](C)C(=O)N12 | -25%
CCOc1ccc2nc(N)sc2c1 | -3%
C[C@@H]1CC2(OC(O)[C@]3(C)O[C@H]23)O[C@H]2C[C@@]3(C)[C@@H]4CC[C@H]5C(C)(C)C(O[C@@H]6OC[C@@H](O)[C@H](O)[C@H]6O)CC[C@@]56C[C@@]46CC[C@]3(C)[C@@H]12 (some centres undefined) | -8%
CNC(=O)c1ccccc1 | 18%
C=CC(=O)OCC(CO)(COC(=O)C=C)COC(=O)C=C | 5%
NC(N)=NCC1COC2(CCCCC2)O1 (centres undefined) | 5%[21 µM]
COc1cc([C@@H]2c3cc4c(cc3C(O[C@@H]3O[C@@H]5COC(c6cccs6)O[C@H]5[C@H](O)[C@H]3O)C3COC(=O)[C@@H]32)OCO4)cc(OC)c1O (some centres undefined) | -1%
Nc1ccc(F)cc1F | -4%
Cc1ccc(C(C)(C)C)cc1 | 1%
O=C(O)c1ccnc2c(O)cccc12 | -10%
C/C(Cl)=C/CCl | 2%
CC(C)(C)NS(=O)(=O)c1cccc(-c2nnc(SCc3ccc(C(=O)O)cc3)n2-c2ccccc2)c1 | 50%[activator]
NCc1ccccc1CC(=O)N[C@@H]1C(=O)N2C(C(=O)O)=C(CSc3nnnn3CC(=O)O)CS[C@H]12 | -10%[21 µM]
O=[N+]([O-])c1ccc(NCCO)c(OCCO)c1 | -2%
c1cc2c3c(c1)ccc1cccc(c13)C2 | 22%
O=[N+]([O-])O[C@@H]1CO[C@H]2[C@@H]1OC[C@@H]2O | -1%
CN(C)Cc1ccccc1 | 4%
Cc1csc(CNc2ncnc3ccc(-c4ccco4)cc23)c1 | 20%
NC(=O)c1ccc([N+](=O)[O-])cc1 | 3%
CCCC(=O)OC(=O)CCC | 4%
C=C1C=C(C(F)F)n2ncc(C(=O)NCc3ccccc3Cl)c2N1 | 40%
COc1cccc(Cn2ncc3c4sc(Br)cc4n(C)c3c2=O)c1 | 5%
CC(C)(c1cc(Br)c(OCC(Br)CBr)c(Br)c1)c1cc(Br)c(OCC(Br)CBr)c(Br)c1 (centres undefined) | 0%
CC1(C)S[C@@H]2[C@H](NC(=O)C(N)c3ccccc3)C(=O)N2[C@H]1C(=O)OC1OC(=O)c2ccccc21 (some centres undefined) | 3%[21 µM]
O=C(NC1CC1)c1cc(-c2cccs2)on1 | 9%
CC[C@@]1([C@@H]2O[C@@H]([C@H]3O[C@@](O)(CO)[C@H](C)C[C@@H]3C)C[C@@H]2C)CC[C@H]([C@]2(C)CC[C@]3(C[C@H](O)[C@@H](C)[C@@H]([C@@H](C)[C@@H](OC)[C@H](C)C(=O)O)O3)O2)O1 (stereo in doubt) | -2%
O=C(/C=C/c1ccc(O)c(O)c1)O[C@@H](C(=O)O)[C@@H](OC(=O)/C=C/c1ccc(O)c(O)c1)C(=O)O | ?
O=C1NC(Cc2ccccc2)c2nc3cc(F)ccc3c(=O)n2-c2ccccc21 (centres undefined) | -5%
O=C1c2ccccc2NC(c2ccc(-c3ccc(-c4ccccc4)cc3)o2)N1O (centres undefined) | 15%

(continued)
SMILES | APE1 inh
C[C@H](NC(=O)c1nc[nH]c1C(=O)NC1CCNCC1)C(=O)OCc1ccccc1 | 11%
CC(C)N=C=NC(C)C | 0%
CC1=C2[C@H](/C=C(\C)C(=O)O)CC[C@@H](C)[C@H]2CC1 | -2%
C=CC(=O)NC(C)C | 4%
CC=C(Cl)Cl | 1%
Cc1ccc2nc3n(c(=O)c2c1)-c1cc(Cl)ccc1C(=O)NC3Cc1ccc(O)cc1 (centres undefined) | 38%
CC(=O)Nc1cc2c(s1)c1cnn(Cc3ccccc3F)c(=O)c1n2C | ?
N#Cc1c(-c2cccc(O)c2)no[n+]1[O-] | -3%
O=C1NC(Cc2ccccc2)c2nc3ccccc3c(=O)n2-c2ccc(Cl)cc21 (centres undefined) | 13%
CN(C)C=O | -4%&-1%
CCCCC/C=C/C=C/C=O | 3%
CC(/C=C/C=C(C)/C=C/C(=O)O)=C\C=C\C=C(C)\C=C\C=C(C)\C=C\C(=O)O | 2.5µM*
CCCCCCCCCCCCOCC1CO1 (centres undefined) | 0%
O=C(O)c1cccc(Cl)c1Cl | 2%
COc1cccc(Cn2ncc3c4sc(B(O)O)cc4n(C)c3c2=O)c1 | 9.5µM*
Cc1ccc(NC(=O)CSc2nnc(-c3cccc([S+](=O)([O-])N4CCCC4)c3)n2-c2ccccc2)cc1 | 49%
NC(=O)C1CCN(c2nc(-c3ccc([N+](=O)[O-])cc3)cs2)CC1 | 38%
CC(=O)OC1CC(C)OC(C)O1 (centres undefined) | 3%
O=C(O)c1ccc(CSc2nnc(-c3ccc([S+](=O)([O-])N4CCCC4)cc3)n2-c2ccccc2)cc1 | -20%
CCC(=O)NC(c1cccs1)c1cc([N+](=O)[O-])c2cccnc2c1OC (centres undefined) | 19%

In the list so far, these have a nitro group on carbon.
SMILES | APE1 inh
O=[N+]([O-])c1ccc(Cl)cc1Cl | 2%
COc1ccc(C(=O)Nc2ccccc2)cc1[N+](=O)[O-] | 9%
N#CCc1ccccc1[N+](=O)[O-] | 1%
CC(=O)c1ccccc1[N+](=O)[O-] | 2%
O=[N+]([O-])c1ccc(NCCO)c(OCCO)c1 | -2%
NC(=O)c1ccc([N+](=O)[O-])cc1 | 3%
NC(=O)C1CCN(c2nc(-c3ccc([N+](=O)[O-])cc3)cs2)CC1 | 38%
CCC(=O)NC(c1cccs1)c1cc([N+](=O)[O-])c2cccnc2c1OC (centres undefined) | 19%

Continuation.
SMILES | APE1 inh
CC(C)(C)[C@H](NC(=O)c1ccc(N)c(Cl)c1)C(=O)N1CCC[C@H]1C(=O)N[C@H](C#N)Cc1nn[nH]n1 | -2%
C1CCCC1 | -1%
CC/C(=C(\c1ccccc1)c1ccc(OCCN(C)C)cc1)c1ccc(O)cc1 | -2%
Cc1ccc(CNc2ccc(N3CCN(C(=O)OC(C)(C)C)CC3=O)cc2)cc1 | 21%
CCC(O)OC(O)CC (centres undefined) | ?
CC(=O)c1cc(C)oc1C | 1%
COc1ccc(C2=Nn3c(nnc3-c3ccccc3Cl)SC2)cc1O[C@H]1CCOC1 | -8%
CN[C@H](CC(C)C)C(=O)N[C@H]1C(=O)N[C@@H](CC(N)=O)C(=O)N[C@H]2C(=O)N[C@H]3C(=O)N[C@H](C(=O)N[C@@H](C(=O)O)c4cc(O)cc(O)c4-c4cc3ccc4O)[C@H](O)c3ccc(c(Cl)c3)Oc3cc2cc(c3O[C@@H]2O[C@H](CO)[C@@H](O)[C@H](O)[C@H]2O[C@H]2C[C@](C)(N)C(O)[C@H](C)O2)Oc2ccc(cc2Cl)[C@H]1O (some centres undefined) | 19%[21 µM]
